Growth percent in the NCI-60 one-dose screen (48 h, 10 µM unless noted): 100 = growth as untreated, 0 = no growth, -100 = all killed.
HCC-2998 – HCC-2998 colon cancer; actives 4.7% (n = 79,000); AID 1794799
SW-620 – SW-620 colon cancer. AID 1794795. actives 5.2% (n = 82,000)
DU-145 – DU-145 prostate cancer | actives 4.2% (n = 81,000)
PC-3 – PC-3 prostate cancer cells | actives 3.9% (n = 80,000) | AID 1794754
OVCAR-4 – OVCAR-4 ovarian cancer cells; actives 3.7% (n = 80,000)
KM12 – KM12 colon cancer cells; actives 5% (n = 82,000); AID 1794800
OVCAR-5 – OVCAR-5 ovarian cancer; actives 2.9% (n = 82,000)
OVCAR-3 – OVCAR-3 ovarian cancer. actives 7% (n = 79,000)
OVCAR-8 – OVCAR-8 ovarian cancer | actives 4.4% (n = 81,000)
Numbers without * were called inactive; / = no result given; & = joins results of further samples. How the source made its calls: active means growth percent below 10; inactive means the rest.

Screens by letter – A = HCC-2998; B = SW-620; C = DU-145; D = PC-3; E = OVCAR-4; F = KM12; G = OVCAR-5; H = OVCAR-3; I = OVCAR-8
CC(=O)NCCCC[C@@H](NC(=O)OC(C)(C)C)C(=O)Nc1ccc(Cn2cc(F)c(=O)[nH]c2=O)cc1
  A: 97	B: 102	C: 108	D: 108	E: 115	F: 100	G: 105	H: 109	I: 103

Clc1ccc(-c2cnnn2-c2nonc2-n2cccc2)cc1
  A: 99	B: 102	C: 116	D: 97	E: 105	F: 100	G: 105	H: 111	I: 104

CCN(CC)CCCC(C)Nc1c(C)cnc2c(OC)cccc12 (stereo not drawn)
  A: 93	B: 101	C: 106	D: 100	E: 109	F: 101	G: 111	H: 100	I: 109

COC1=CC(=O)OC(c2ccc(OC)cc2)C1 (stereo not drawn)
  A: /	B: 102	C: 113	D: 105	E: 106	F: 102	G: 106	H: 103	I: 105

CCCCCCC(C)C(CC)(C(=O)OCC)C(=O)OCC (stereo not drawn)
  A: 105	B: 102	C: 106	D: 88	E: 109	F: 104	G: 99	H: 108	I: 105

CCC(CCOc1ccccc1)(C(=O)O)C(=O)O
  A: 101	B: 112	C: /	D: 99	E: 111	F: 103	G: 96	H: 116	I: 107

O=C(O)c1cn(C2CC2)c2cc(N3CCN(C(=O)CN4C(=O)S/C(=C/c5ccc(Cl)cc5)C4=O)CC3)c(F)cc2c1=O
  A: 104	B: 104	C: 114	D: 108	E: 108	F: 104	G: 98	H: 111	I: 96

COc1ccc(-c2nc3ccc(C(=O)N=Nc4c(O)[nH]c5ccc(Cl)cc45)cc3[nH]2)cc1
  A: 121	B: 129	C: 107	D: 119	E: 111	F: 113	G: 130	H: 129	I: 112

O=C(O)c1ccc2c(c1Sc1ccccc1)C(=O)c1ccccc1C2=O
  A: 105	B: 121	C: 107	D: 88	E: 93	F: 101	G: 101	H: 90	I: 105

CC1(C)S(=O)(=O)OCCOS1(=O)=O
  A: 113	B: 101	C: 107	D: 100	E: 102	F: 106	G: 110	H: 110	I: 99

C=C1C(=O)O[C@H]2[C@H]1CC/C(COC(=O)CCCCCCC(=O)OC/C1=C/CC[C@@]3(C)O[C@H]3[C@H]3OC(=O)C(=C)[C@@H]3CC1)=C\CC[C@@]1(C)O[C@@H]21
  A: 89	B: 15	C: 40	D: 36	E: 42	F: 62	G: 61	H: -3.9*	I: -19*

CC(=O)c1c(C)nc2ccccc2c1/C=C/c1cccc(C)c1
  A: 79	B: 29	C: 88	D: 66	E: 67	F: 52	G: 84	H: 45	I: 69

CCOc1ccccc1/C=N\NC(=O)c1cccc2ccccc12
  A: 126	B: 100	C: 112	D: 103	E: 95	F: 109	G: 107	H: 108	I: 101

Clc1ccc(CSc2ncnc3nc[nH]c23)cc1
  A: 101	B: 85	C: /	D: 93	E: 77	F: 56	G: 91	H: 104	I: 96

COc1cc(-c2nn(C(C)(C)C)cc2-c2ccnc(NCCCNS(=O)(=O)c3ccc(F)cc3)n2)ccc1F
  A: 104	B: 91	C: 102	D: 70	E: 97	F: 75	G: 111	H: 104	I: 90

Cc1c(C#N)cccc1NN
  A: 113	B: 106	C: 114	D: 98	E: 106	F: 107	G: 108	H: 112	I: 101

O=C(O)C1CC1c1ccc(Cl)cc1 (stereo not drawn)
  A: 105	B: 102	C: 103	D: 97	E: 116	F: 101	G: 111	H: 110	I: 104

NS(=O)(=O)Oc1ccc(NC(=O)NC23CC4CC(CC(C4)C2)C3)cc1
  A: 111	B: 104	C: 103	D: 98	E: 99	F: 103	G: 98	H: 106	I: 99

COc1cc(C(=O)N(C)C2CCCCC2)cc(OC)c1OC
  A: /	B: 107	C: 118	D: 90	E: 102	F: 100	G: 110	H: 111	I: 95

Clc1cccc(Cl)c1/C=C/c1cc(/C=C/c2c(Cl)cccc2Cl)[nH]n1
  A: 35	B: 18	C: 17	D: 31	E: 55	F: 25	G: 33	H: -17*	I: 31

O=c1[nH]cnn1-c1ccccc1
  A: 108	B: 100	C: 116	D: 96	E: 108	F: 105	G: 95	H: 113	I: 96

O=C1/C(=C/c2cccc(OCc3ccccc3Cl)c2)N=C2OCCCN12
  A: 101	B: 59	C: 110	D: 102	E: 89	F: 95	G: 102	H: 96	I: 91

O=C(O)CSc1ccc(NC(=O)Nc2ccccc2F)cc1
  A: 100	B: 103	C: 109	D: /	E: 99	F: 106	G: 106	H: 113	I: 106

CCN(CC)CCCCNc1c2ccc(Cl)cc2nc2ccc(OC)cc12
  A: -79*	B: -25*	C: -2.3*	D: -46*	E: -50*	F: -6.4*	G: -12*	H: -26*	I: 5.4*

COc1cc(CNC(=O)/C=C/c2ccccc2)ccc1OCc1cn(-c2ccccc2[N+](=O)[O-])nn1
  A: 101	B: 101	C: 110	D: 104	E: 89	F: 106	G: 108	H: 110	I: 100

CCCCOc1nc2cc(Cl)ccc2cc1-c1cc(-c2ccc(F)cc2)nc(-c2ccc(F)cc2)c1
  A: 111	B: 97	C: 108	D: 98	E: 105	F: 101	G: 97	H: 111	I: 103

C=C(C)[C@@H]1CC[C@]2(C(=O)O)CC[C@]3(C)[C@H](CC[C@@H]4[C@@]5(C)C[C@@H](CC#Cc6ccc(C(F)(F)F)cc6)[C@H](O)C(C)(C)[C@@H]5CC[C@]43C)[C@@H]12
  A: 18	B: 15	C: 23	D: -52*	E: 1.5*	F: 15	G: 52	H: -3.4*	I: 3.7*

O=C(Nc1ccc(Br)cc1)c1ccc(Cl)c(Cl)c1
  A: 68	B: 35	C: 35	D: -22*	E: 29	F: 10.0*	G: 72	H: 16	I: 89

O=C1/C(=C\c2cnc3ccccc3n2)SC(=S)N1CCc1ccc(O)cc1
  A: 112	B: 107	C: 104	D: 106	E: 101	F: 105	G: 105	H: 116	I: 100

CCCCCCNC(=O)Oc1ccc(/C(=C(\C)c2ccc(Cl)cc2)c2ccc(OCCN(C)C)cc2)cc1
  A: 71	B: 21	C: 83	D: 56	E: 74	F: 83	G: 78	H: 66	I: 85

Cc1ccc(S(=O)(=O)NC(=O)n2ccc3c(N(C)C)ccnc32)cc1
  A: /	B: 113	C: 110	D: 113	E: /	F: 114	G: 98	H: 117	I: 108

[O-][n+]1cc(Cl)cc(Cl)c1
  A: 103&111	B: 101&106	C: 117&114	D: 97&96	E: 99&106	F: 103&117	G: 102&105	H: 105&116	I: 96&96

COc1ccccc1\C=N/N=C(N)/C(N)=N\N=C/c1ccccc1OC
  A: 116	B: 108	C: 113	D: 90	E: 110	F: 100	G: 92	H: 105	I: 97

C=CCn1c(C)nc2cc(Nc3nc(N4CCCC4)nc4ccccc34)ccc21
  A: 23	B: 75	C: 74	D: 99	E: 91	F: 70	G: 123	H: 105	I: 84

O=C1c2ccccc2-n2c(noc2=S)[C@@H]2CCCN12
  A: 98	B: 102	C: 113	D: 91	E: 101	F: 104	G: 102	H: 111	I: 102

C=CCCC(=O)CC(=O)OCC
  A: 119	B: 97	C: 115	D: 86	E: /	F: 106	G: 89	H: 111	I: 110

C1=C(c2ccccc2)C2CCCCC2C1 (stereo not drawn)
  A: 106	B: 114	C: 122	D: 90	E: 117	F: 108	G: 112	H: 115	I: 102

O=C(NCCCCC(NC(=O)c1ccccc1)C(=O)O)OCc1ccccc1 (stereo not drawn)
  A: 103	B: 106	C: 112	D: 105	E: 112	F: 97	G: 104	H: 108	I: 105

CC(C)(C)c1cc(/C=C2\SC(=NCCCO)NC2=O)cc(C(C)(C)C)c1O
  A: 104	B: 103	C: 80	D: 85	E: 85	F: 76	G: 102	H: 82	I: 92

COc1c(O[C@@H]2OC(CO)[C@@H](O)[C@H](O)C2O)cc2oc3cc(O)c(CC=C(C)C)c(O)c3c(=O)c2c1CC=C(C)C (stereo partly drawn)
  A: 103	B: 101	C: 110	D: 97	E: 111	F: 107	G: 109	H: 113	I: 96

Oc1ccccc1N=Nc1ccc[nH]1
  A: 107	B: 83	C: 82	D: 83	E: 70	F: 77	G: 104	H: 70	I: 81

Cc1ccc(/C=C/C(=O)c2ccc(-n3cc(CN4CCN(c5cc6c(cc5F)c(=O)c(C(=O)O)cn6C5CC5)CC4)nn3)cc2)cc1
  A: 92	B: 98	C: 96	D: 90	E: 95	F: 84	G: 109	H: 96	I: 63

CC(O)CC(=O)c1ccc(O)cc1 (stereo not drawn)
  A: 103	B: 103	C: 95	D: 88	E: 97	F: 88	G: 106	H: 89	I: 101

COc1ccc(C(C)=O)cc1S(=O)(=O)NNC(=O)c1ccncc1
  A: 107	B: 96	C: 104	D: 93	E: 103	F: 102	G: 101	H: 104	I: 96

COc1ccc(-c2nc(-c3nc4ccc(C(F)(F)F)cc4[nH]3)c3ccccn23)cc1
  A: 67	B: 78	C: 83	D: 30	E: 70	F: /	G: 104	H: 64	I: 39

(listing goes on)
| compound | HCC-2998 | SW-620 | DU-145 | PC-3 | OVCAR-4 | KM12 | OVCAR-5 | OVCAR-3 | OVCAR-8 |
| --- | --- | --- | --- | --- | --- | --- | --- | --- | --- |
| O=c1c2ccccc2nc2n1CCc1c-2[nH]c2c(Cl)c(Cl)ccc12 | 78 | 91 | 55 | 97 | 98 | 96 | 98 | 104 | 100 |
| CNC(=O)c1cc(Oc2ccc3c(c2)sc2nc(-c4ccc(Br)cc4)c(CN4CCN(C)CC4)n23)ccn1 | 94 | 112 | 112 | 82 | 104 | 108 | 109 | 108 | 111 |
| CS(=O)(=O)Nc1cc(-c2cc3ncc(C#N)c(Nc4ccc(Oc5ccccc5)c(Cl)c4)c3s2)cnc1Cl | 64 | 48 | 48 | 46 | 58 | 57 | 76 | 51 | 51 |
| Cn1c(=O)[nH]c(=O)c2nc(/C=C/c3cn(-c4ccccc4)nc3-c3ccccc3)c(=O)[nH]c21 | 102 | 102 | 111 | / | 103 | 104 | 102 | 108 | 104 |
| Cc1ccc(-c2c(-c3nc4ccccc4s3)c(N)nc3c(N=Nc4ccccc4)c(N)nn23)cc1 | 101 | 69 | 86 | 84 | 38 | 98 | 94 | 107 | 89 |
| c1ccc2c(-c3cn4ccnc4c(-c4ccc5ncn(C6CCCCC6)c5c4)n3)cccc2c1 | 98 | 95 | 97 | 63 | 80 | 89 | 101 | 98 | / |
| Cc1ccc(C(=O)c2ccc3nc(-c4ccc(O)cc4)n(C)c3c2)cc1 | 107 | 113 | 113 | 106 | 103 | 105 | 109 | 108 | 102 |
| COc1ccc(-c2cc(/C=C/C(=O)c3ccc(N)cc3)[nH]n2)cc1OC | 39 | 10 | 23 | 42 | 24 | 6.0* | 45 | 5.9* | 15 |
| COc1ccc2[nH]cc(-c3nnc(N)nc3-c3c[nH]c4ccc(OC)cc34)c2c1 | 123 | 103 | 111 | 103 | 106 | 102 | 105 | 108 | 98 |
| CC(C)CC1NC(=O)C(CC(C)C)N(CO)C1=O (stereo not drawn) | 102 | 112 | 119 | 97 | 113 | 110 | 106 | 123 | 107 |
| O=[N+]([O-])c1cc(S(=O)(=O)Oc2ccccc2)ccc1Cl | -78* | 23 | -81* | 26 | -28* | -72* | 67 | -95* | 41 |
| O=Cc1cccnc1 | 110 | 104 | 113 | 87 | 118 | 107 | 104 | 120 | 105 |
| COc1ccccc1NC(=O)C(Cl)Cl | 105 | 98 | 109 | / | 105 | 94 | 97 | 101 | 101 |
| C=CCC(CCC(CC=C)C(=O)OCC)C(=O)OCC (stereo not drawn) | 113 | 103 | 110 | 98 | 102 | 100 | 106 | 115 | 95 |
| CC(C)OC(=O)c1cc(NC(=S)OC(C)C)ccc1Cl | 160 | 91 | 84 | 83 | 99 | 60 | 67 | 94 | / |
| Cc1cnc2cc(Cl)ccc2c1Cl | 113 | 109 | 122 | 126 | 103 | 110 | 100 | 112 | 109 |
| CC(=O)Oc1cccc(S(=O)(=O)n2cc(C(=O)C(=O)Nc3ccncc3)c3ccccc32)c1 | 84 | 98 | 104 | 81 | 78 | 84 | 91 | 101 | 90 |
| CC(CO)(CO)c1ccccc1 | 110 | 105 | 107 | 94 | 107 | 98 | 106 | 104 | 99 |
| CS(=O)(=O)c1ccc(-c2cnc(N)c(-c3ccc(C(F)(F)F)nc3)n2)cc1 | 103 | 112 | 107 | 107 | 108 | 102 | 112 | 107 | 104 |
| Cn1c2ccccc2c2c3c(=O)[nH]c(N)nc3c3c4ccccc4n(CCCCCC#N)c3c21 | 92 | 105 | 80 | / | 85 | 45 | 126 | 84 | 46 |
| CC12CCC(C1)C(C)(C)/C2=N\N=C(N)N (stereo not drawn) | 105 | 100 | 117 | 106 | 106 | 119 | 102 | 122 | 104 |
| Cc1c2ccncc2c(C)c2c1c1cc(CO)ccc1n2C | 16 | 1.7* | -2.1* | 4.5* | -3.7* | 9.2* | -16* | -24* | 6.8* |
| O=C1NN(C(=O)c2ccc(Cl)cc2)C(c2ccccc2)=N/C1=C\c1cn(-c2ccccc2)nc1-c1ccccc1 | 101 | 101 | 103 | 95 | 97 | 99 | 93 | 112 | 94 |
| CCO/C=N/C1=C(C#N)C(c2ccc(OC)cc2)c2c(c3cc(C)ccc3[nH]c2=O)O1 (stereo not drawn) | 107 | 99 | 106 | 95 | 99 | 107 | 96 | 104 | 101 |
